H1N1 NS1A inhibition = H1N1 influenza NS1A inhibitors, functional cell based assay (AID 504329) | NS1A functional cell-based assay, percent inhibition; higher % means a stronger effect | one-dose inhibition, % at 12.5 µM; IC50 in µM for titrated hits | 0.3% of 340,000 active; in the data active = a potency from the dose series; inconclusive = inhibition above about 27% without an active follow-up result; also: strong numbers were not always called active
inhibitors of VEEV = inhibitors of VEEV TC-83 cytopathic effect, confirmation, Vero cells (AID 588727). 0.13% of 350,000 active. one-dose inhibition, % at 20 µM; IC50 in µM for titrated hits. Vero cells, VEEV TC-83 cytopathic effect inhibition; higher % means a stronger effect; in the data active = a potency from the dose series; inconclusive = inhibition mostly from about 14% at the one dose, without a potency; inactive = the rest, 99 in 100 with inhibition below about 12%; also: strong numbers were not always called active
M. tuberculosis = growth inhibition of non-replicating M. tuberculosis (AID 488890); Mycobacterium tuberculosis non-replicating, growth inhibition; higher % means a stronger effect; inhibition, % at 25 µM, or IC50 in µM where a hit was titrated; 0.39% of 320,000 active; in the data active = a potency from the dose series; inconclusive = inhibition mostly from about 82% at the one dose, without a potency; inactive = the rest, 99 in 100 with inhibition below about 76%;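 also: plate controls were DMSO cells for no effect and high antibiotic wells for full effect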
PhoP GFP inhibition = PhoP regulon inhibitors, Salmonella typhi PhoP promoter GFP reporter, confirmatory (AID 1850) | Salmonella Typhi PhoP-promoter GFP reporter, fluorescence, 4 h; higher % means a stronger effect | one-dose inhibition, % at 50 µM; IC50 in µM for titrated hits | 0.33% of 310,000 active; in the data active = a potency from the dose series; inconclusive = inhibition mostly from about 25% at the one dose, without a potency; inactive = the rest, 99 in 100 with inhibition below about 19%;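 also: 0% = induced wells with vehicle and 100% = uninduced wells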
H37Rv inhibition = M. tuberculosis growth inhibition, HTS (AID 449762) | M. tuberculosis H37Rv growth inhibition, 7H9 media; higher % means a stronger effect | inhibition, % at 25 µM, or IC50 in µM where a hit was titrated | 0.59% of 330,000 active; in the data active = a potency from the dose series; inconclusive = inhibition above about 70% without an active follow-up result;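 also: bacterial growth assessed after seven days of incubation; strong numbers were not always called active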
Numbers without * were called inactive; i = inactive; u = inconclusive; x = no result given.

smiles | H1N1 NS1A inhibition | inhibitors of VEEV | M. tuberculosis | PhoP GFP inhibition | H37Rv inhibition
Cc1cc(NC(=O)CSc2nc3c(C)cccc3cc2C)no1 | 0% | 3.4% | -11% | 4% | -2%
COc1ccc(S(=O)(=O)N2CCC(C(=O)NCCC(=O)NCc3cccc(OC)c3)CC2)cc1 | -1% | 0.8% | 4% | 2% | -4%
COc1ccccc1NC(=O)Cn1ccn(-c2cccc3ccccc23)c(=O)c1=O | 2% | 9.4% | 6% | 13% | -4%
COc1cc(/C=N/N2C(=O)C3C4c5ccccc5C(c5ccccc54)C3C2=O)ccc1O (stereo unspecified) | 11% | 0.1% | -7% | -22% | 3%
Cn1cccc1CNCCc1ccccc1 | x | x | -1% | 0% | -9%
Cc1ccc(S(=O)(=O)NC2(C(F)(F)F)NC(=O)N(c3ccccc3F)C2=O)cc1 (stereo unspecified) | 3% | 0.3% | -2% | 2% | 10%
O=C(O)c1csc(-c2ccccc2)n1 | -1% | i | 0% | -7% | 3%
C#CCSc1nc(Cc2ccc(Cl)cc2)nc2ccccc12 | -5% | 1.0% | -1% | -8% | 0%
Cc1cc(C)c(NC(=O)c2ccccc2N(C)S(C)(=O)=O)c(C)c1 | 5% | 2.7% | x | 6% | x
COc1cc(S(=O)(=O)Nc2ccc(C)cc2)ccc1N=Cc1c(C)[nH]n(-c2ccc(C)cc2)c1=O | -2% | 1.1% | -8% | -5% | 2%
CC(=O)N1CCN(Cc2nc3cc(NC(=O)c4ccccc4C)ccc3n2C)CC1 | -1% | 2.1% | -6% | -1% | -6%
CCCn1cc(S(=O)(=O)c2ccc(C)cc2)c(=O)c2cc(OC)ccc21 | -9% | 5.0% | 2% | 6% | 2%

Part of the list above, reduced to H37Rv inhibition:
Structure	H37Rv inhibition
COc1ccc(S(=O)(=O)N2CCC(C(=O)NCCC(=O)NCc3cccc(OC)c3)CC2)cc1	-4%
COc1ccccc1NC(=O)Cn1ccn(-c2cccc3ccccc23)c(=O)c1=O	-4%
COc1cc(/C=N/N2C(=O)C3C4c5ccccc5C(c5ccccc54)C3C2=O)ccc1O (stereo unspecified)	3%

Further results
smiles | H1N1 NS1A inhibition | inhibitors of VEEV | M. tuberculosis | PhoP GFP inhibition | H37Rv inhibition
Cc1cccc(C(=O)Nc2ccccc2C(=O)OCc2c(C)noc2C)c1 | -3% | 0.1% | 54% | -2% | 12%
Cc1nnsc1-c1c(C(=O)O)c(C)nn1-c1ccc(OC(F)(F)F)cc1 | -2% | 0.3% | -4% | 1% | -5%
N[C@@H](Cc1ccccc1)c1nnc(SCc2ccccc2F)o1 | -5% | 4.5% | 36% | -9% | x
COc1cc2cnc(-c3ccccc3)c(-c3cc(OC)c(OC)c(OC)c3)c2cc1OC | 5% | 10% | 64% | x | 28%
CCOC(=O)c1c(NC(=O)CC2Sc3ccc(C(F)(F)F)cc3NC2=O)sc(C)c1C (stereo unspecified) | -9% | 1.1% | -8% | 5% | 0%
FCCCOc1ccc(/C=N/OCc2ccc(Cl)cc2Cl)cc1 | -4% | 1.8% | 31% | 15% | 9%
CCOC(=O)CN1C(=O)S/C(=C/c2cc(C)n(C)c2C)C1=O | 2% | 1.3% | 10% | 9% | 1%
COc1cc(/C=C(\C#N)C(=O)Nc2ccccc2)ccc1OCCN1CCOCC1 | 22% | 9.8% | -6% | 0% | -4%
Cc1nn(-c2ccccn2)c2c1C(=O)C(Br)CC2 (stereo unspecified) | 3% | u | x | x | x
CC(=O)Nc1ccc(S(=O)(=O)N2CCCCC2C(=O)O)cc1 (stereo unspecified) | 6% | i | -3% | -5% | 2%
CCC(=O)N1c2ccccc2NC2=C(C(=O)CC(C)(C)C2)C1c1ccc(O)c(OC)c1 (stereo unspecified) | -7% | i | 7% | -2% | -2%
CCOc1ccc(NC(=O)CN2CCC(n3cnc4cc(F)ccc43)CC2)cc1 | x | 0.9% | 49% | 3% | u
CCCCC(=O)N/C(N)=N/c1nc2ccccc2o1 | -4% | 0.3% | 20% | -1% | 7%
Cn1c(CNC(=O)CCNC(=O)c2ccc(F)c(F)c2)cc(=O)n(C)c1=O | 7% | 0.7% | -12% | 4% | 5%
CCOC(=O)CSc1nc(-c2ccc3c(c2)OCO3)ccc1C#N | -11% | 0.5% | -8% | 16% | -3%
COc1ccccc1CC(=O)NCC1CCCO1 (stereo unspecified) | 3% | 4.1% | 4% | 6% | -3%
Cc1ccnc(NS(=O)(=O)c2ccc(NC(=O)C3CC3)cc2)n1 | -6% | 0.7% | -6% | 0% | -10%
Fc1ccc(C2c3cccn3CCN2C(=S)Nc2cccc(F)c2)cc1 (stereo unspecified) | -1% | 1.8% | 31% | -2% | -9%
CC(=O)OC1CC(n2ccc(NC(=O)c3ccccc3)nc2=O)OC1CO (stereo unspecified) | 2% | 3.1% | -16% | -4% | 4%
O=C(Cc1c[nH]c2ccccc12)NCc1ccc2c(c1)OCO2 | 5% | 3.5% | 2% | -1% | 8%
Cc1cc(NC(=O)c2ocnc2C)no1 | 2% | 2.4% | -6% | -3% | -7%
CO/N=C/NC(=O)c1cn(-c2ccc(F)cc2)c(=O)c2ccccc12 | -1% | 0.6% | -4% | 8% | 9%
Cc1ccc(NC(=O)CCNS(=O)(=O)c2cc(Br)cnc2N)cc1Cl | 10% | i | 18% | -8% | -19%
CCOc1ccc(C(=O)CN2C(=O)NC3(CCCCCC3)C2=O)cc1 | 4% | 7.0% | 20% | -2% | -2%
CN(CCc1ccccc1)C(=O)c1ccc(NC(=O)Cc2cccc(NC(=O)C3CCN(C(=O)c4ccccc4)CC3)c2)cc1 | -8% | i | x | x | x
CC(C)(C)c1ccc(Oc2coc3cc(OCC(=O)O)ccc3c2=O)cc1 | -7% | 1.1% | 12% | 3% | 11%
Cc1ccccc1OCC(O)Cn1c(N2CCN(c3ccccc3)CC2)nc2c1c(=O)[nH]c(=O)n2C (stereo unspecified) | 4% | 0.2% | u | 8% | 5%
CN(C)c1ccc(CNCCC2(O)CCOC(C)(C)C2)cc1 (stereo unspecified) | 1% | i | 6% | 5% | -4%
O=C(Nc1cccnc1)c1noc2c1CCCC2 | 0% | 0.1% | -5% | 1% | 0%
O=C(Cc1ccc(NC(=O)C2CCCN(C(=O)C3CCCCC3)C2)cc1)Nc1ccc(C(=O)N2CCOCC2)cc1 (stereo unspecified) | -7% | 0.0% | x | x | x
O=C(O)CCCC(=O)Nc1ccc(N2CCCC2)cc1 | 3% | i | -1% | 4% | -5%
CC(=O)c1cnc2c(-c3ccccc3)c(-c3ccccc3)nn2c1C | -1% | i | -13% | -3% | 7%
COc1ccc(OC)c(NS(=O)(=O)c2ccc3c(c2)n(C)c(=O)n3C)c1 | 8% | 2.5% | 18% | -5% | 5%
CC1CCc2[nH]c3ccc(C(=O)NCCCOC(C)C)cc3c2C1 (stereo unspecified) | -1% | 7.5% | 0% | 1% | -3%
Cc1cc2ccccc2c(=O)n1CC(=O)NCC(=O)N1CCCC(C)C1 (stereo unspecified) | 7% | i | -8% | -16% | -6%
CC1CCc2sc(C(=O)N3CCN(c4ncccn4)CC3)cc2C1 (stereo unspecified) | 16% | 1.7% | 6% | -3% | -2%
Cc1ccc(CNC(=O)CNS(=O)(=O)c2ccc(Br)s2)cc1 | -4% | 0.5% | 16% | 8% | 1%
COc1ccc(-c2cc(-c3nc4ccccn4c3NCc3ccccc3)ccc2OC)cc1 | -6% | 5.6% | 24% | x | u
C=CCSc1nnc(COc2ccc(=O)n(-c3ccccc3)n2)n1CC | -5% | 0.4% | -3% | 11% | 1%
Cc1ccccc1-c1nc(-c2ccccn2)no1 | -4% | 0.3% | 16% | 11% | 3%
COc1ccc(CC(=O)NC(C)c2ccc(Cl)c(Cl)c2)cc1S(=O)(=O)N1CCOCC1 (stereo unspecified) | 1% | 1.9% | x | x | x
COc1ccc(N(CC(=O)N2CCN(c3ccc(Cl)cc3)CC2)S(=O)(=O)c2c(C)n[nH]c2C)cc1 | 13% | 4.2% | 15% | -12% | 1%
COCCN(C(=O)Cn1nnc2ccccc21)C(C(=O)NC1CCCC1)c1cc(OC)ccc1OC (stereo unspecified) | -11% | i | -3% | -10% | -5%
CCOC(=O)C(NC(=O)c1ccccc1F)(Nc1cc(C)on1)C(F)(F)F (stereo unspecified) | 6% | 0.2% | -16% | -1% | 1%
CCN(CCCl)c1cc(CN(C)C)cc(NC(=O)c2ccc(C(=O)Nc3cc(CN(C)C)cc(N(CC)CCCl)c3)cc2)c1 | 7.9µM* | i | x | x | x
O=C(NCCCN1CCOCC1)c1ccc2c(c1)N(Cc1ccccc1)C(=O)c1ccccc1S2=O (stereo unspecified) | 5% | i | 9% | -1% | 3%
N#C/C(=C\c1ccc(F)cc1F)S(=O)(=O)c1ccccn1 | -2% | 6.0% | -20% | -7% | -3%
O=S(=O)(NC1CCCC1)c1ccccc1Br | -13% | i | 4% | -23% | 6%
O=C(c1cc2ccccc2o1)N1CCCCCC1 | 30% | 0.7% | 79% | 5% | -5%
COc1ccc(/C=N\NS(=O)(=O)c2ccc(Cl)cc2)cc1COc1ccccc1[N+](=O)[O-] | 6% | i | -13% | 8% | 1%
Cn1c(NCc2ccccc2)cc(=O)n(C)c1=O | -2% | 1.6% | 2% | -4% | 3%
COc1ccc(/C=C(/NC(=O)c2ccco2)C(=O)NCCc2ccccc2)cc1 | 18% | 3.3% | 0% | -9% | -9%
COc1c(Cl)cc(Cl)cc1C(=O)Nc1ccc(NC(C)=O)cc1 | -6% | 5.1% | 11% | -1% | 3%
O=C(NCc1ccc(F)cc1)C1CCN(c2cnccn2)CC1 | -4% | 2.9% | 0% | 6% | -3%
O=C(CCCc1ccccc1)NCc1cn2ccsc2n1 | -8% | i | -5% | -6% | -10%
CC(C)(C)OC(=O)N1CCC(c2cc(=O)n3[nH]cc(C(=O)NC4CCCC4)c3n2)CC1 | -23% | 0.2% | x | -10% | 0%
Cn1c(CC(=O)Nc2ccccc2Cl)nnc1SCC(=O)NC1=NCCS1 | 0% | 0.8% | -2% | 7% | 6%
CC(C)C(=O)NCC(c1ccc2c(c1)OCO2)N1CCOCC1 (stereo unspecified) | -9% | 1.7% | -8% | -1% | 7%
CC1(C)CC(=O)C(C=NCCN2CCN(C(=S)NC3CCCCC3)CC2)=C(O)C1 | 18% | 1.1% | -3% | -5% | 3%
Cc1ccc(NCc2nnc(SCC(=O)Nc3ncc(C)s3)n2Cc2ccco2)c(C)c1 | 14% | 2.8% | -4% | 0% | 4%

Other structures follow.
smiles | H1N1 NS1A inhibition | inhibitors of VEEV | M. tuberculosis | PhoP GFP inhibition | H37Rv inhibition
CC(C)CNC(=O)C1CCN(c2ccc(S(=O)(=O)N3CCOCC3)cc2Cl)CC1 | 29% | 3.2% | 5% | 5% | -6%
CSc1ccccc1C(=O)NCc1ccc(C)cc1 | 3% | i | 6% | 18% | 38%
Cc1ccc2nc(C3CCN(S(=O)(=O)c4ccc5ccccc5c4)CC3)[nH]c2c1 | 5% | 2.6% | 31% | 1% | u
Nc1nc(SCc2nc(-c3ccccc3)no2)[nH]c(=O)c1-c1ccccc1 | -17% | 2.4% | 47% | -3% | 7%
O=C(CSc1nc2ccccc2nc1N1CCCCC1)Nc1ccc(F)cc1 | 7% | 4.7% | 2% | 6% | -5%

No new results follow: entries from further up.
smiles | H1N1 NS1A inhibition | inhibitors of VEEV | M. tuberculosis | PhoP GFP inhibition | H37Rv inhibition
CSc1ccccc1C(=O)NCc1ccc(C)cc1 | 3% | i | 6% | 18% | 38%
Cc1ccc2nc(C3CCN(S(=O)(=O)c4ccc5ccccc5c4)CC3)[nH]c2c1 | 5% | 2.6% | 31% | 1% | u
Nc1nc(SCc2nc(-c3ccccc3)no2)[nH]c(=O)c1-c1ccccc1 | -17% | 2.4% | 47% | -3% | 7%
O=C(CSc1nc2ccccc2nc1N1CCCCC1)Nc1ccc(F)cc1 | 7% | 4.7% | 2% | 6% | -5%
